# KOR beta-arrestin-1 = kappa opioid receptor blockers – cell-based, luminescence, uHTS (AID 1778) | 290,000 compounds, 0.091% hits | one-dose inhibition, % at 10 µM; IC50 in µM for titrated hits | KOR beta-arrestin recruitment, luminescence, antagonist mode; higher % means a stronger effect; note: strong numbers were not always called active
# Myeloid diff 2 = promotes myeloid progenitor differentiation | 360,000 compounds, 1% hits | calls only at 10 µM | ER-HoxA9 myeloid progenitors, lysozyme-GFP differentiation, flow cytometry | AID 624256;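 active = normalized GFP-positive differentiation at or above the plate's own cutoff, the solvent-only control mean plus 3 SD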;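 note: cells exposed to compound for four days before flow analysis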
# KOR beta-arrestin-2 = KOR agonists, beta-arrestin recruitment, primary screen, cell-based, luminescence, uHTS (AID 1777) | KOR beta-arrestin recruitment, luminescence; higher % means a stronger effect | activation, % at 10 µM, or EC50 in µM where a hit was titrated | 280,000 compounds, 0.02% hits; in the data active = activation above about 50%, passing the limit was not always enough; note: a part of the inactive calls stands beside numbers as strong as those of hits
# HEK293 NOD2/NF-kB = inhibition of NOD2-driven NF-kB reporter – cell-based, luminescence, uHTS, HEK293 (AID 1566) | 290,000 compounds, 0.63% hits | HEK293 NOD2/NF-kB luciferase reporter, luminescence; higher % means a stronger effect | inhibition, % at 4 µM; hits with a dose series show EC50 in µM; note: many of its hits are not listed in these tables
# GPR35 antagonists = inhibition of zaprinast-stimulated GPR35 beta-arrestin translocation – imaging, U2OS, beta-arrestin-GFP, zaprinast agonist, primary screen (AID 2058) | U2OS GPR35 beta-arrestin-GFP translocation imaging, zaprinast antagonism; higher % means a stronger effect | one-dose inhibition, % at 10 µM; IC50 in µM for titrated hits | 290,000 compounds, 0.052% hits;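 active = inhibition of at least 50% with at least 30 cells and total cytoplasm GFP at most 10,000,000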
# GPR55 LPI antagonism = inhibition of LPI-stimulated GPR55 beta-arrestin translocation – imaging, U2OS, beta-arrestin-GFP, LPI agonist, primary screen (AID 2013); U2OS GPR55 beta-arrestin-GFP translocation imaging, LPI antagonism; higher % means a stronger effect; 290,000 compounds, 0.13% hits; one-dose inhibition, % at 10 µM; IC50 in µM for titrated hits;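 active = spots per cell inhibited over 60%, with over 100 cells counted and total cytoplasm intensity under 500,000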;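 note: U2OS cells stably carrying GPR55 and arrestin-GFP stimulated by 5 µM LPI near EC80; imaged beta-arrestin-GFP aggregate spots per cell after agonist stimulation; plate controls were LPI-stimulated DMSO wells for no effect and DMSO wells without LPI for full effect; some results filed as inactive read as strong as hits; confirmed hits need IC50 under 10 µM and bright autofluorescent wells are also inconclusive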
# HIV fusion peptide = cell-free HIV fusion peptide-binding blockers – biochemical, uHTS, fluorescence dequenching, primary screen (AID 1986); cell-free peptide binding, fluorescence dequenching, 30 min; higher % means a stronger effect; one-dose inhibition, % at 20 µM; IC50 in µM for titrated hits; 290,000 compounds, 0.3% hits; in the data active = inhibition mostly above about 52%, no sharp cut-off; inactive = mostly below about 76%; note: some results filed as inactive read as strong as hits
# GPR55 beta-arrestin = selective activators of receptor GPR55 – imaging, U2OS cells, beta-arrestin-GFP redistribution, primary screen (AID 1961); U2OS GPR55 beta-arrestin-GFP redistribution imaging; higher % means a stronger effect; activation, % at 10 µM; hits with a dose series show EC50 in µM; 290,000 compounds, 0.048% hits;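 active = activation above 40% with more than 50 cells counted in the well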;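 note: U2OS osteosarcoma cells stably expressing GPR55 and beta-arrestin-GFP; plate controls were DMSO negative control for no effect and LPI positive control for full effect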
# NOD1 NF-kB reporter = inhibition of NOD1-driven NF-kB reporter – cell-based, luminescence, uHTS, primary screen (AID 1578). NOD1-driven NF-kB luciferase reporter cells, luminescence; higher % means a stronger effect. inhibition, % at 4 µM, or EC50 in µM where a hit was titrated. 290,000 compounds, 1% hits; in the data active = inhibition mostly above about 36%, no sharp cut-off; inactive = mostly below about 34%;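 note: HEK-293T reporter cells stimulated with the NOD1 agonist gamma-tri-DAP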
# Myeloid diff 2 GFP+ MAC1+ % = second read-out of Myeloid diff 2, no call of its own (marks repeat the call); GFP+ MAC1+ double positive, %; measured here: differentiation confirmed by MAC1 staining
# An asterisk follows results filed as active; i = inactive; nt = no result given; + = active, no number; [ ] = dose if it differs, or a comment. Cut-off read from the data, not from the text of the source, unless noted: active = inhibition above about 50%; inactive = the rest. A portion of the library; rates above refer to the full screens.
SMILES,KOR beta-arrestin-1,Myeloid diff 2,Myeloid diff 2 GFP+ MAC1+ %,KOR beta-arrestin-2,HEK293 NOD2/NF-kB,GPR35 antagonists,GPR55 LPI antagonism,HIV fusion peptide,GPR55 beta-arrestin,NOD1 NF-kB reporter
COc1ccc(CC(O)CC2c3c(cc4c(c3OC)OCO4)CCN2C)cc1 (stereo unspecified),-3%,i,1.3,-1.4%,13%,-3%,-16%,2.1%,-0.1%,5%
CC(=O)c1cccc(NC(=O)COc2nsnc2N2CCOCC2)c1,-27%,i,0.6,3.0%,13%,-2%,16%,-0.5%,-0.3%,-13%
CCCCc1ccc(S(=O)(=O)NC2CCS(=O)(=O)C2)cc1 (stereo unspecified),-3%,i,0.8,-1.1%,14%,-7%,-9%,-0.7%,-0.4%,-6%
Cc1occc1-c1nnc(SCC(=O)Nc2ccccn2)o1,-11%,i,0.3,-2.9%,-52%,4%,4%,-1.0%,-0.4%,-47%
Cc1ccc(C2N(c3ccccc3)C(=O)N3CCCN23)cc1 (stereo unspecified),-12%,i,0.3,-6.9%,4%,18%,-3%,-0.8%,-0.1%,-22%
CCOC(=O)c1ccc(NC(=O)CSc2ncccn2)cc1,9%,i,2.1,0.7%,-13%,-5%,-6%,-2.7%,-0.1%,-29%
CCOC(=O)c1c(NC(C)=O)sc2c1CCN(Cc1ccccc1)C2,-26%[20 µM],i,5.9,-1.6%,18%,4%,14%,-0.2%,0.0%,-10%
Cc1ccccc1CS(=O)(=O)CCC(=O)NCCCN1CCN(c2ccccc2F)CC1,-14%,i,0.4,-0.6%,16%,-1%,-7%,-1.3%,1.2%,7%
CC(C)CCNC(=O)COc1ccc2c3c(c(=O)oc2c1)CCC3,-50%,i,8.0,-6.0%,-3%,0%,-5%,-0.6%,-1.0%,-20%
CCCCc1ccc(NC(=O)c2c(C)noc2C)cc1,-11%,i,0.8,-1.2%,-24%,7%,12%,1.5%,0.2%,-37%
O=c1c(Br)c(N2CCOCC2)cnn1-c1ccccc1,7%,i,0.1,-4.7%,0%,-26%,-2%,0.1%,-0.5%,-26%
CCn1nc(NS(=O)(=O)c2ccccc2)c2cc3ccccc3nc21,-12%,i,1.0,-0.8%,11%,-1%,14%,1.2%,0.0%,10%
Cn1c(=O)cc(OCC(=O)NCCc2ccc(Cl)cc2)c2ccccc21,-25%,i,0.3,0.9%,16%,13%,5%,-2.0%,0.4%,-31%
CCOC(=O)N1CCN(C(=O)c2ccc(Cl)nc2)CC1,13%,i,0.3,-2.7%,-10%,11%,10%,-1.3%,-0.1%,-3%
COCCNC(=S)c1ccc(Br)cc1,-20%,i,0.4,-4.0%,-12%,-2%,-2%,-0.8%,-0.2%,-26%
NC(=O)CSc1nnc(-c2ccc([N+](=O)[O-])cc2)o1,-24%,i,2.7,0.9%,-8%,1%,-2%,0.8%,0.2%,-60%
O=[N+]([O-])c1cc(S(=O)(=O)N2CCCC2)ccc1NN=C1CCCC1,13%,i,0.7,-3.5%,-7%,14%,8%,-1.6%,0.6%,-13%
O=C(Cc1cccc2ccccc12)NCCOc1ccccc1F,18%[20 µM],i,0.2,-1.8%,6%,0%,-1%,-0.4%,0.5%,-25%
CN1CCN(c2nc(-c3ccc(Cl)cc3)cc(=O)[nH]2)CC1,0%,i,0.7,-0.8%,2%,4%,-15%,0.1%,-0.2%,-27%
O=C(NC1CCCCCC1)C1Cc2ccccc2CN1C(=O)c1ccco1 (stereo unspecified),5%,i,0.3,4.9%,1%,-4%,0%,0.9%,0.0%,-11%
Cc1nn(CCS(=O)(=O)c2ccc(Cl)cc2)c(C)c1Br,9%,i,0.0,nt,5%,31%,-13%,-1.4%,-0.2%,6%
O=S(=O)(Nc1ccc2c(c1)nc1n2CCN(Cc2ccccc2)C1)c1ccccc1,nt,i,1.6,nt,27%,0%,-3%,-0.6%,0.7%,31%
CCOC(=O)c1cnc2c(C(F)(F)F)cccc2c1N1CCN(C)CC1,-18%,i,0.5,-1.6%,2%,4%,2%,-0.4%,-0.1%,-7%
Cc1ccc(-n2c(C)cc(/C=N/NC(=O)c3ccncc3)c2C)c(C)c1,-48%,i,1.2,-1.4%,7%,5%,-4%,5.7%,-0.1%,-15%
c1ccc(-c2nc(N3CCOCC3)c3ccccc3n2)nc1,11%,i,0.3,-3.4%,9%,10%,-10%,-1.4%,0.3%,-2%
Cc1no[n+]([O-])c1COc1cccc(/C=C2\N=C(c3ccccc3)OC2=O)c1,-20%,i,0.1,-1.4%,8%,nt,8%,3.4%,0.5%,-20%
COc1ccc(NC(=O)NC(C)c2ccccc2)cc1 (stereo unspecified),-5%,nt,nt,0.9%,15%,-4%,16%,-1.2%,-0.1%,-7%
CC1CCc2nn(CC(=O)N3CCN(C(=O)c4ccco4)CC3)cc2C1 (stereo unspecified),-10%,i,1.9,5.8%,14%,-3%,5%,0.1%,0.4%,12%
S=c1[nH]nc(/C=C/c2ccccc2)o1,-6%,i,0.5,5.3%,-11%,0%,6%,1.8%,0.0%,-53%
O=C(O)C(Cc1c[nH]c2ccccc12)NS(=O)(=O)c1ccccc1 (stereo unspecified),9%,i,0.6,9.0%,13%,-1%,11%,-0.5%,-0.3%,-43%

# Arranged by number of heavy atoms (high to low): some entries from above.
SMILES,KOR beta-arrestin-1,Myeloid diff 2,Myeloid diff 2 GFP+ MAC1+ %,KOR beta-arrestin-2,HEK293 NOD2/NF-kB,GPR35 antagonists,GPR55 LPI antagonism,HIV fusion peptide,GPR55 beta-arrestin,NOD1 NF-kB reporter
Cc1ccccc1CS(=O)(=O)CCC(=O)NCCCN1CCN(c2ccccc2F)CC1,-14%,i,0.4,-0.6%,16%,-1%,-7%,-1.3%,1.2%,7%
O=S(=O)(Nc1ccc2c(c1)nc1n2CCN(Cc2ccccc2)C1)c1ccccc1,nt,i,1.6,nt,27%,0%,-3%,-0.6%,0.7%,31%
Cc1no[n+]([O-])c1COc1cccc(/C=C2\N=C(c3ccccc3)OC2=O)c1,-20%,i,0.1,-1.4%,8%,nt,8%,3.4%,0.5%,-20%
O=C(NC1CCCCCC1)C1Cc2ccccc2CN1C(=O)c1ccco1 (stereo unspecified),5%,i,0.3,4.9%,1%,-4%,0%,0.9%,0.0%,-11%
Cc1ccc(-n2c(C)cc(/C=N/NC(=O)c3ccncc3)c2C)c(C)c1,-48%,i,1.2,-1.4%,7%,5%,-4%,5.7%,-0.1%,-15%
CCOC(=O)c1c(NC(C)=O)sc2c1CCN(Cc1ccccc1)C2,-26%[20 µM],i,5.9,-1.6%,18%,4%,14%,-0.2%,0.0%,-10%
O=C(O)C(Cc1c[nH]c2ccccc12)NS(=O)(=O)c1ccccc1 (stereo unspecified),9%,i,0.6,9.0%,13%,-1%,11%,-0.5%,-0.3%,-43%
Cc1ccc(C2N(c3ccccc3)C(=O)N3CCCN23)cc1 (stereo unspecified),-12%,i,0.3,-6.9%,4%,18%,-3%,-0.8%,-0.1%,-22%
CN1CCN(c2nc(-c3ccc(Cl)cc3)cc(=O)[nH]2)CC1,0%,i,0.7,-0.8%,2%,4%,-15%,0.1%,-0.2%,-27%
CCCCc1ccc(NC(=O)c2c(C)noc2C)cc1,-11%,i,0.8,-1.2%,-24%,7%,12%,1.5%,0.2%,-37%
NC(=O)CSc1nnc(-c2ccc([N+](=O)[O-])cc2)o1,-24%,i,2.7,0.9%,-8%,1%,-2%,0.8%,0.2%,-60%
COCCNC(=S)c1ccc(Br)cc1,-20%,i,0.4,-4.0%,-12%,-2%,-2%,-0.8%,-0.2%,-26%

# (further entries)
SMILES,KOR beta-arrestin-1,Myeloid diff 2,Myeloid diff 2 GFP+ MAC1+ %,KOR beta-arrestin-2,HEK293 NOD2/NF-kB,GPR35 antagonists,GPR55 LPI antagonism,HIV fusion peptide,GPR55 beta-arrestin,NOD1 NF-kB reporter
Cc1cccc2cc(COC(=O)C3CCCO3)c(=O)[nH]c12 (stereo unspecified),-1%,nt,nt,-5.6%,-17%,-9%,-2%,0.6%,-0.2%,-27%
CC(C)c1ccc(CNc2nc3nc4c(c(=O)n3[nH]2)CCC4)cc1,17%,i,0.3,-3.9%,-3%,-9%,15%,2.4%,-0.4%,-33%
CC1(C)Cc2c(c(-c3ccco3)nc3sc4c(NCCCO)ncnc4c23)CO1,-16%,i,1.3,10%,32%,-5%,-1%,16%,-0.1%,2%
CCn1c(/C=C/Nc2ccccc2)[n+](CC)c2cc(Cl)c(Cl)cc21,36%,i,0.7,-3.2%,-36%,17%,16%,0.4%,-0.2%,-33%
COc1ccc(NC(=O)Cn2c(C)cc(=O)c3ccccc32)cc1,-19%,i,1.4,2.2%,34%,6%,-6%,4.6%,0.1%,28%
COC(=O)c1c(NC(C)=O)sc(C(=O)N2CCOCC2)c1C,6%,i,0.4,1.1%,-6%,-6%,-1%,0.4%,0.2%,-5%
O=C(NNC(=S)NC1CC2CCC1C2)c1ccc(Cl)cc1 (stereo unspecified),1%,i,1.0,-7.1%,-10%,-5%,-12%,1.2%,0.0%,-5%
CSc1cccc(NC(=S)N(CCCN2CCCC2)Cc2cccs2)c1,10%,i,0.8,-0.1%,6%,-11%,11%,2.0%,0.4%,-24%
Cc1cccn2c1nc(=S)n2C(=O)c1ccco1,37%,i,1.1,4.0%,-49%,-2%,3%,-0.3%,0.1%,-60%
O=C(NCc1ccco1)c1cnc2sccn2c1=O,-17%,i,2.4,1.9%,11%,21%,2%,4.6%,0.4%,4%
CCCCc1ccc(NC(=O)Nc2cnccn2)cc1,-24%,+,4.7*,0.6%,-41%,-6%,-14%,1.8%,0.4%,-29%
Cc1ccc(C)c(CN2C(=O)CSc3ccc(C(=O)N4CCCC4)cc32)c1,-11%,i,0.6,-2.9%,6%,-7%,-7%,-0.7%,0.1%,-23%
O=C(Cn1c(=O)oc2ccccc21)N(Cc1ccccc1)C1CCS(=O)(=O)C1 (stereo unspecified),16%,i,0.8,-7.7%,6%,0%,6%,1.3%,0.1%,-20%
COc1cc(NC(=O)CN2C(=O)NC(C)(CC(C)C)C2=O)cc(OC)c1 (stereo unspecified),26%,i,0.3,-4.2%,18%,-15%,3%,-0.9%,-0.2%,3%
O=C(CSc1nc2ccccc2s1)N1c2ccccc2Sc2ccc(C(F)(F)F)cc21,-11%,i,2.7,5.6%,-4%,9%,5%,0.4%,1µM*,2%
CCOC(=O)NC1c2ccccc2Oc2ccccc21,9%,i,0.1,3.9%,-10%,-6%,-2%,-1.1%,0.4%,-2%
O=C(O)C1CCCCC1C(=O)NCc1cn2ccccc2n1 (stereo unspecified),37%,i,2.4,-3.1%,2%,8%,8%,-1.8%,-0.1%,-18%

# Screening data as filed in PubChem BioAssay.
